Platelet DG rel = modulates dense granule release in human platelets; human platelet-rich plasma, SFLLRN dense granule ATP release, luminescence; inhibition, %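 (compounds screened at 7.5 µM in platelet-rich plasma)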; 300,000 tested, 0.22% active;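 active means mean replicate score, as percent of positive control, at or above 50; inconclusive means mean below 50 but at least one replicate at or above 50; inactive means mean and every replicate below 50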
TRPC4 potent = TRPC4 (mouse) allosteric potentiation; Q9QUQ5; HEK293 TRPC4beta/mu-opioid, DAMGO EC20, Fluo-4 Ca2+ flux; active compounds read high; B-score at 10 µM; 310,000 tested, 0.42% active;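 active means B-score of calcium response area above 5 SD of library B-scores, with initial fluorescence ratio within 5 SD of library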;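 further: B-score of integrated fluorescence ratio over time as area under calcium response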
KCNQ1 block = human KCNQ1 channel inhibition; B-score at 10 µM; AID 2642; CHO-K1 KCNQ1, FluxOR thallium flux fluorescence; active compounds read high; 310,000 tested, 1.3% active;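 active means compounds whose thallium flux B-score, printed positive for inhibition, exceeds three library SD while starting fluorescence stays within three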;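 further: channel opened by potassium depolarization with thallium stimulus after 20 min compound exposure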
Target sequence (P51787 whole entry, looked up): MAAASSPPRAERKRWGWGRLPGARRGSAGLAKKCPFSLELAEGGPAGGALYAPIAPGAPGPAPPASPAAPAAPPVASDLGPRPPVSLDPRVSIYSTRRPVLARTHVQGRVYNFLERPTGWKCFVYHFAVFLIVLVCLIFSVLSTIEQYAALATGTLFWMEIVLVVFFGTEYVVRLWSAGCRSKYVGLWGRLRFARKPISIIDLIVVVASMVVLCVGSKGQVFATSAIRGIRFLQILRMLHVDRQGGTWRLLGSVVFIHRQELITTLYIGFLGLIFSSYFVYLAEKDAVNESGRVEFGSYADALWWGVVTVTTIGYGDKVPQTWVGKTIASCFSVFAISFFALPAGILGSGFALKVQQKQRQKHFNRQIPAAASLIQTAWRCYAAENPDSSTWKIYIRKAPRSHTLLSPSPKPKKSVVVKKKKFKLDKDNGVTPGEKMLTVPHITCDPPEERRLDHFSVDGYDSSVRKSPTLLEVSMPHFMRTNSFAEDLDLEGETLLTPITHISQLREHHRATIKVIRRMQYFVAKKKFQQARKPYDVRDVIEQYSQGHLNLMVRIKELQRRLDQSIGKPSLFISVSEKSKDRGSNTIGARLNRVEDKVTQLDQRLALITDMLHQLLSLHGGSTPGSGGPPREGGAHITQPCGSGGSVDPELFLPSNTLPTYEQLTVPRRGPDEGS
KCNK3 inh = human KCNK3 channel inhibition, primary screen; O14649; CHO-KCNK3 thallium flux, FluxOR fluorescence; active compounds read low; B-score at 10 µM; 340,000 tested, 0.84% active; AID 602410;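 active means B-score under library mean minus 4 SD, starting fluorescence ratio at most library mean plus 5 SD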;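 further: more negative B-score means stronger inhibition of thallium flux through KCNK3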
Target sequence (O14649 whole entry, looked up): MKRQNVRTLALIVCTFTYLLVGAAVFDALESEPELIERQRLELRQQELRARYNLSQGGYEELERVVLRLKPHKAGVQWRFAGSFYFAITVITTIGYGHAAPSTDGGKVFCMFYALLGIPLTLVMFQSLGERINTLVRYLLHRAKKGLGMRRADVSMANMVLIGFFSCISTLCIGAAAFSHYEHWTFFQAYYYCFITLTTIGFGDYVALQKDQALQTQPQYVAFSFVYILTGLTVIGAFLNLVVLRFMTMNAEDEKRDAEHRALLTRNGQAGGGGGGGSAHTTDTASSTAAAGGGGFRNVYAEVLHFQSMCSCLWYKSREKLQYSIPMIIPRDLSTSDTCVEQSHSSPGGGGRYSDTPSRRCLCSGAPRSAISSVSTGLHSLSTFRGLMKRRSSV
PolyA inhibitor = blocks polyadenylation in yeast reporter cells; S. cerevisiae SKY197-pL101 polyadenylation reporter, beta-gal luminescence; efflux-impaired pdr1/pdr3 knockout yeast; score 100 = 6 SD above DMSO; calls only at 12 µM; 300,000 tested, 0.02% active;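 active means lowest replicate activity score at least 50, where 100 means six control SD above control mean; inconclusive means lowest score under 50 but half or more replicates reach 50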;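 further: yeast exposed to compound for 9 h at 30 °C; higher score means more reporter readthrough which indicates perturbed polyadenylation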
KCNQ1 act = potentiates or activates the human KCNQ1 potassium channel. P51787. CHO-K1 KCNQ1, thallium flux FluxOR fluorescence; active compounds read high. B-score at 10 µM. 310,000 tested, 0.35% active. AID 2648;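 active means fluorescence ratio B-score, a plate-corrected score, at least three library SD, with initial intensity B-score within 5 SD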
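Assay system: CHO-K1 cells stably expressing KCNQ1. Medium: assay buffer for compound exposure, DMSO matched across wells. Timing: 37 °C overnight plating, 90-min dark dye load, 20-min compound pretreatment. Signal: kinetic FluxOR fluorescence, 10 s baseline plus 110 s post-stimulus.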
KCNK9 inh = inhibitors of human KCNK9 two-pore domain potassium channel. HEK293 KCNK9, FluxOR thallium flux fluorescence; active compounds read low. Q9NPC2. 310,000 tested, 1.2% active. AID 488922. B-score at 10 µM;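 active means ratio B-score over 3 SD below the library mean, with starting fluorescence within 5 SD of its mean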;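 further: negative B-score means less thallium flux so channel inhibition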
DYRK1A inh = blocks rat Dyrk1A kinase activity; Q63470; ADP-Glo luminescence, NFATc1 peptide; inhibition, % at 12.5 µM; 310,000 tested, 0.43% active; in the data active means inhibition above about 50%;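 further: plate controls were vehicle with enzyme for no effect and no enzyme for full effect; many of its hits are not listed in these tables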
TRPC4 block = TRPC4 (mouse) channel inhibition; Q9QUQ5; HEK293 TRPC4beta/mu-opioid, DAMGO-evoked Fluo4 calcium flux; active compounds read low; B-score at 10 µM; 300,000 tested, 0.39% active;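 active means B-score over 3 SD under the library average, no early fluorescence shift, positive overall ratio signal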
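material = TRPC4beta/mu-opioid receptor HEK293 cell line | probe or stimulus = sequential submaximal and maximal DAMGO stimulation | compound dosing = one concentration per compound | measured by = Fluo4 Ca2+ flux fluorescence | evaluation = integrated fluorescence ratio relative to baseline, converted to per-well B score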
hERG rescue = hERG (human) protection from proarrhythmic block; activation (rescue from dofetilide block), less the hit threshold, % at 10 µM; 310,000 tested, 0.51% active; Q12809; CHO-hERG, FluxOR thallium flux, dofetilide IC70 present;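 active means activation above the mean of controls blocked by dofetilide plus 5 SD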;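 further: thallium influx through hERG after potassium depolarization seen as dye fluorescence rise; in these data hits start at about 4.7%; inactives centre near -7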
TRPC4 act = opens the mouse TRPC4 cation channel; HEK293 TRPC4beta/mu-opioid, Fluo4 calcium fluorescence; active compounds read high; B-score at 10 µM; 310,000 tested, 0.49% active; Q9QUQ5; AID 2237;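 active means B-score above 5 SD of library B-scores, and initial fluorescence ratio not above library mean plus 5 SD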;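 further: positive B-score marks a calcium rise read as TRPC4 activation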
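Assay system – TRPC4beta and mu-opioid receptor HEK293 stable cells · Measured by – Fluo4 fluorescence, kinetic · Schedule – dye loading 45 min room temperature, 110 s kinetic read · Read-out – B-scored integrated calcium fluorescence ratio · Controls – buffer and maximal DAMGO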
An asterisk follows results filed as active; i = inactive; ? = inconclusive; · = no result given.

Screens in order: TRPC4 act	TRPC4 potent	TRPC4 block	KCNK9 inh	PolyA inhibitor	KCNQ1 block	KCNQ1 act	Platelet DG rel	DYRK1A inh	KCNK3 inh	hERG rescue
> O=C(O)C1CCC(=O)N1C1CCCC1 (configuration not stated)
 : i	i	i	i	·	i	i	·	-1	i	2
> COc1ccc(/C=C2\Sc3ccc(C(=O)NCCN4CCCCCC4)cc3N(C)C2=O)cc1
 : i	i	i	i	i	9*	i	-1	4	i	-19
> COc1cccc(-c2cc(C(=O)N3CCN(C(=O)c4ccco4)CC3)on2)c1
 : i	i	i	i	i	i	i	8	9	i	-11
> COc1ccc(Cl)cc1C(=O)NNC(=O)c1nc2nc(C)cc(C)n2n1
 : i	i	i	i	i	i	i	12	15	i	-8
> O=C1CN(C(=O)c2ccc(Br)o2)C(c2ccccc2)c2cc(F)ccc2N1 (configuration not stated)
 : i	i	i	i	i	i	i	-3	-4	i	-18
> COc1ccc(NC(=O)Nc2ccc(N(C)C)cc2)cc1
 : i	i	i	i	i	i	i	17	-4	i	-10
> Cc1onc(-c2c(F)cccc2Cl)c1C(=O)N1CCN(c2ncc(Br)cn2)CC1
 : 86*	i	i	i	i	i	i	-38	-3	i	-13
> Cc1ccc(CNC(=O)CCC(=O)Nc2nnc(C(C)C)s2)cc1
 : i	i	i	i	i	i	i	2	-2	i	-4
> Cc1ccc(NC(=O)COc2coc(CN3CCN(Cc4ccccc4)CC3)cc2=O)cc1
 : i	i	i	i	i	i	i	-15	11	i	-11
> CCCOP(=O)(c1ccc(N(C)C)cc1)C(O)c1cccnc1 (configuration not stated)
 : i	i	i	i	i	i	i	3	-11	i	-8
> CCN=C1SC(CC(=O)Nc2sc3c(c2C#N)CCCC3)C(=O)N1CC (configuration not stated)
 : i	i	i	i	i	i	i	-9	10	i	-9
> Cc1ccccc1C(=O)N1CCC(C(=O)Nc2ccc(S(=O)(=O)N3CCCCC3)cc2)CC1
 : i	i	i	i	i	i	i	16	0	i	-12
> NC(=O)CSc1nnc(-c2ccc(S(=O)(=O)N3CCOCC3)cc2)n1CC1CCCO1 (configuration not stated)
 : i	i	i	i	i	i	i	15	-2	i	-7
> CCOC(=O)C1=C(CSCc2ccccc2)NC(=O)NC1c1cc(C)ccc1C (configuration not stated)
 : i	i	i	i	i	i	i	9	-3	i	-7
> O=C(N/N=C1/CC2C=CCC12)c1cccs1 (configuration not stated)
 : i	i	i	i	i	i	i	-1	·	i	-7
> [N-]=[N+]=N[C@@H](CCN1CC[C@H](O)CCC1=O)c1ccccc1
 : i	i	i	i	i	i	i	2	-1	i	-4
> Cc1ccc(NC(=S)N=Nc2c(O)n(C)c3ccc(S(=O)(=O)N4CCOCC4)cc23)cc1C
 : i	i	i	i	i	i	i	-2	-2	i	-1
> COC(=O)CC(NC(=S)NC(=O)c1ccccc1)c1ccc(Br)cc1 (configuration not stated)
 : i	72*	i	i	i	i	i	3	0	i	-3
> Clc1ccccc1CSc1nncn1NC/C=C/c1ccccc1
 : i	i	i	i	i	i	i	2	2	i	-11
> Cc1ccccc1NC1=C(Cl)C(=O)OC1OC(=O)c1ccco1 (configuration not stated)
 : i	i	i	i	i	i	i	-1	12	i	-3
> COCCOC(=O)C1=C(C)Nc2ncnn2C1c1ccc(F)cc1 (configuration not stated)
 : i	i	i	i	·	i	i	-7	5	i	-2
> CC1SC(c2ccccc2Cl)NC1=O (configuration not stated)
 : i	i	i	i	i	i	i	-24	-2	i	-5
> CCOc1ccc(-n2c(SCC(N)=O)nnc2-c2ccco2)cc1
 : i	i	i	i	i	i	i	3	1	i	-8
> O=C(Nc1ccccc1Cl)N(Cc1nc2ccccc2c(=O)[nH]1)Cc1cccs1
 : i	i	i	i	i	i	i	0	-5	i	-4
> CN(Cc1ccccc1Cl)C(=O)c1cc2ccccc2o1
 : i	i	i	i	i	i	i	-3	7	i	-8
> Cc1nnc(NC(=O)c2csc3c2CCC(C)C3)s1 (configuration not stated)
 : i	i	i	i	i	i	i	5	-3	i	-9
> CCOc1ccc(NC(=O)CN(C)C(=O)c2cc(C)oc2C)cc1OCC
 : i	i	i	i	i	i	i	0	4	i	-17
> O=C(Nc1sc2c(c1C(=O)NCC1CCCO1)CCCC2)c1cccs1 (configuration not stated)
 : i	i	i	i	i	i	i	-2	·	i	4
> CCN(CC)CCN1C(=O)C(=O)/C(=C(/O)c2ccncc2)C1c1ccccc1 (configuration not stated)
 : i	i	i	i	i	i	i	-3	4	i	-5
> Cc1ccc2oc3c(c(=O)c2c1)C(c1cccs1)N(CCCN(C)C)C3=O (configuration not stated)
 : i	i	i	i	i	i	i	3	1	i	-3
> NC(=O)NC(=O)CC1S/C(=N/N=C/c2ccccc2)NC1=O (configuration not stated)
 : i	i	i	i	i	i	i	2	·	i	-4
> COc1ccc(OC)c(NC(=O)CSc2ncccn2)c1
 : i	i	i	i	i	i	i	3	0	i	-12
> CS(=O)(=O)c1ccc(Cl)c(NC(=O)COC(=O)CNC(=O)c2sc3ccccc3c2Cl)c1
 : i	i	i	i	i	i	i	-16	-3	i	-2
> Cn1cc(C(=O)NCN2CCCCC2)c2ccccc21
 : i	i	i	i	i	i	i	0	25	i	0
> O=C(CCSc1ccccn1)c1ccccc1
 : i	i	i	i	i	i	i	9	7	i	-12
> O=C(O)CNc1nc(-c2ccccc2)nc2ccccc12
 : i	i	i	i	i	i	i	5	1	i	-4
> COC(=O)CC(=O)N1CCN(c2ccc(Cl)c(Cl)c2)CC1
 : i	i	i	i	i	i	i	-2	-1	i	-5
> Cc1oc(-c2ccccc2Cl)nc1Cn1cccc1C1=NC(c2ccccc2)CO1 (configuration not stated)
 : i	i	i	-13*	i	6*	i	5	3	i	-6
> CC(=O)Nc1ccc(NC(=O)c2sc(-c3ccccc3)nc2C)cc1
 : i	i	i	i	i	i	i	2	·	i	-7
> CCCNC(=O)c1ccc(OC)cc1OC
 : i	i	i	i	i	i	i	0	-5	i	-3
> COc1ccc(C(=O)OCCOc2cccc(Cl)c2)cc1S(=O)(=O)N1CCOCC1
 : i	i	i	i	i	i	i	?	3	i	-18
> CNC(=O)c1sc(-c2cccs2)nc1C
 : i	i	i	i	i	i	i	16	·	i	-15
> CCC(C)c1ccc(NC(=O)c2cnn3c(C(F)F)cc(C)nc23)cc1 (configuration not stated)
 : i	i	i	i	i	i	i	9	2	i	-7
> COc1cccc(Nc2ncccc2C(=O)O)c1
 : i	i	i	i	i	i	i	9	6	i	-10
> CCOC(=O)N/N=C/C(Cl)=C/c1ccccc1
 : i	i	i	i	i	i	i	-9	·	i	-7
> Oc1ccc(Cl)cc1CNc1cccc2cccnc12
 : i	i	i	-7.7*	i	i	i	-3	8	i	-4
> CCOCC(=O)Nc1ccc(S(=O)(=O)N2CCC(c3nc4ccccc4[nH]3)CC2)cc1
 : i	i	i	i	i	i	i	2	-1	i	-7
> CCOc1ccccc1NC(=O)c1cccc(S(=O)(=O)N(Cc2ccccc2)c2ccccc2OC)c1
 : i	i	i	-6.9*	i	i	i	-8	-3	i	-8
> CCOC(=O)c1cn(Cc2cccc(Cl)c2)nn1
 : i	i	i	i	i	i	i	-4	-3	i	-4
> FC(F)Oc1ccc(-c2csc(=Nc3cccnc3)n2CC2CCCO2)cc1 (configuration not stated)
 : i	i	i	i	i	i	i	-7	3	i	-11
> Cc1nc(C)c(C(=O)N2CCCC(C(=O)c3ccc(Cl)cc3C)C2)s1 (configuration not stated)
 : i	i	i	i	i	i	i	-22	-1	i	-6
> COc1cc(/C=C2/SC(=S)N(CC(=O)O)C2=O)ccc1OCC(=O)Nc1ccc(C)c(C)c1
 : i	i	i	i	i	i	i	1	-6	i	19*
> Cc1cc(C)c(S(=O)(=O)NCC(c2ccc3c(c2)OCO3)N2CCOCC2)c(C)c1 (configuration not stated)
 : i	i	i	i	i	i	i	18	0	i	-6
> O=C(COC(=O)CCC1CCCC1)Nc1cccc(S(=O)(=O)N2CCOCC2)c1
 : i	i	i	i	i	i	i	-16	14	i	-8
> C/C(=N\N=C1\NC(=O)CS1)c1cccs1
 : i	i	i	i	i	i	i	2	7	i	-10
> Cc1ccc(S(=O)(=O)N2CCCCC2)cc1NC(=O)CSc1ncn[nH]1
 : i	i	i	i	i	i	i	-7	-4	i	-5
> CCCN1C2CCCC1CC(NC(=O)c1ccccc1Br)C2 (configuration not stated)
 : i	i	i	i	i	i	i	-1	1	i	-3
> Cc1nc2ccccc2n1C(=O)c1ccccc1[N+](=O)[O-]
 : i	i	i	i	i	i	i	-2	2	i	-1
> O=C(N/N=C/c1cccc([N+](=O)[O-])c1)c1cccc2cc[nH]c12
 : i	i	i	i	i	i	i	-3	-1	i	-8
> CS(=O)(=O)c1ccc(C(=O)N2CCN(Cc3ccccc3)CC2)cc1
 : i	i	i	i	i	i	i	-4	-3	i	-2

The last 2 records of the section before are carried over, then new ones follow.
Screens in order: TRPC4 act	TRPC4 potent	TRPC4 block	KCNK9 inh	PolyA inhibitor	KCNQ1 block	KCNQ1 act	Platelet DG rel	DYRK1A inh	KCNK3 inh	hERG rescue
> O=C(N/N=C/c1cccc([N+](=O)[O-])c1)c1cccc2cc[nH]c12
 : i	i	i	i	i	i	i	-3	-1	i	-8
> CS(=O)(=O)c1ccc(C(=O)N2CCN(Cc3ccccc3)CC2)cc1
 : i	i	i	i	i	i	i	-4	-3	i	-2
> COC(=O)C1=C(N)Oc2cc(C)n(CC3CCCO3)c(=O)c2C1c1ccccc1 (configuration not stated)
 : i	i	i	i	i	i	i	-4	-10	i	-5
> CCCCn1c(NC(=S)Nc2ccccc2)nc2ccccc21
 : i	i	i	i	i	i	i	-53	-6	i	-3
> O=C(NC(=S)Nc1ccc(Cc2ccncc2)cc1)c1ccccc1Cl
 : i	i	i	i	i	i	i	4	-9	i	-1
> Cc1ccc(N(CC(=O)NCC2CCCO2)S(C)(=O)=O)cc1Cl (configuration not stated)
 : i	i	i	i	i	i	i	4	·	i	1
> CCOC(=O)CC1C(=O)NCCN1S(=O)(=O)c1ccc(C)cc1 (configuration not stated)
 : i	i	i	i	i	i	i	0	-3	i	-2
> Nc1c(S(=O)(=O)c2cccc(Cl)c2)c2nc3ccccc3nc2n1CCN1CCOCC1
 : i	i	i	i	i	i	i	-2	-2	i	-7

Bioassay records: PubChem BioAssay, several laboratories

A portion of the library (hit frequency here may not be typical).
